AmpC no deterg: AmpC beta-lactamase inhibition without detergent. P00811. AmpC nitrocefin hydrolysis, absorbance 480 nm, 0.0001% Triton. Potency, µM (doses to about 57.1 µM), inactives show top-dose activity change, negative = inhibition, actives largely listed as inhibitors. actives 0.52% (n = 330,000);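 further: potency means the concentration at half of the fitted maximal effect; plate controls were no compound for no effect and no enzyme for full effect; nearly all actives have a fitted effect of over 20% in size; some results filed as inactive show a strong effect at the top dose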
Target sequence (P00811 whole entry, looked up): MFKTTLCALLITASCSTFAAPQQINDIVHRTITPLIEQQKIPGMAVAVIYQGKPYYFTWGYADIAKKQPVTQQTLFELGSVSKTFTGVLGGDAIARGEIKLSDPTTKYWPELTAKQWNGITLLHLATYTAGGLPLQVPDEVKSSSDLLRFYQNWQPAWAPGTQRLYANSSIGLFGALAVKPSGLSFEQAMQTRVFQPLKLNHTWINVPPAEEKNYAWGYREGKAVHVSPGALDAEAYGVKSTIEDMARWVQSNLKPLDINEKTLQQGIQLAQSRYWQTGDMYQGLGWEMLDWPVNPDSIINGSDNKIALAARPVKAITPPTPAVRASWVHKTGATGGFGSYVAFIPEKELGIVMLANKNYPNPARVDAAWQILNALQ
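20 mM phosphate pH 7.0 + 0.01% (detergent screen) or 0.0001% Triton X-100; 5.3 nM AmpC reagent; cpd preinc 15 min RT; nitrocefin (800 uM stock) to start; A480 q20 s × 4 min; Activity was normalised to no-enzyme and no-compound control wells.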
CHX counter: counter-screen hit for Shiga toxin inhibitors, cycloheximide. max response, %. actives 12% (n = 300,000). AID 2314. cell reporter, cycloheximide protein synthesis inhibition counterscreen; in the data active means max response mostly above about 13%, no sharp cut-off; inactive means mostly below about 14%; further: read at 38.3 µM for the half of the compounds with a filed dose; 0% is about no effect
Shiga toxin inh: inhibitors of Shiga toxin in Vero cells; Vero cells, Shiga toxin protein synthesis inhibition reporter; inhibition, % at 38.7 µM; actives 9.2% (n = 290,000); AID 2315; in the data active means inhibition mostly above about 28%, no sharp cut-off; inactive means mostly below about 43%; further: 0% is about no effect
AMA1-RON2 inh: inhibitors of Plasmodium falciparum AMA1-RON2 interaction | actives 0.2% (n = 360,000) | Potency, µM (top dose mostly 58.2 µM), for inactives: at the highest dose activity change, negative = inhibition, most hits filed as inhibitors | AlphaScreen AMA1-biotinylated RON2 peptide binding | AID 720542;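 further: potency means the concentration at half of the fitted maximal effect; 0% = vehicle wells and -100% = peptide control; nearly all actives have a fitted effect of over 45% in size; some results filed as inactive show a strong effect at the top dose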
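AMA1 (3D7) with his tag at 25 nM final met compounds first, then biotinylated RON2 peptide at 25 nM; detection used donor plus acceptor beads, 10 µg/mL apiece, read by AlphaScreen after 30 min at room temperature.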
HCMV antiviral: human cytomegalovirus inhibition; HFF cells, HCMV-luciferase reporter, 72 h; hits give low values; activity change, negative = inhibition, % at 57.5 µM; actives 4.5% (n = 410,000); AID 1259415; in the data active means activity change below about -60%; inconclusive means no clear call, values can overlap the other calls; inactive means above about -39%; further: on the % scale 0 is the no-effect control and ±100 the full control effect
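Inhibition of viral replication was scored as loss of reporter luminescence in HFFs infected with HCMV-luciferase (MOI 1 PFU/cell) for 72 h; compounds tested at 2 doses, normalized to buffer and Salinomycin controls.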
Giardia FBPA inh: Giardia lamblia aldolase inhibition | purified Giardia FBPA | Potency, µM (highest dose often 59.6 µM), for the others: top-dose activity, negative = inhibition, actives largely listed as inhibitors | actives 0.71% (n = 290,000) | A8B2U2; further: potency means the concentration at half of the fitted maximal effect; on the % scale 0 is the no-effect control and ±100 the full control effect; nearly all actives have a fitted effect of over 55% in size
Target sequence (A8B2U2 whole entry, looked up): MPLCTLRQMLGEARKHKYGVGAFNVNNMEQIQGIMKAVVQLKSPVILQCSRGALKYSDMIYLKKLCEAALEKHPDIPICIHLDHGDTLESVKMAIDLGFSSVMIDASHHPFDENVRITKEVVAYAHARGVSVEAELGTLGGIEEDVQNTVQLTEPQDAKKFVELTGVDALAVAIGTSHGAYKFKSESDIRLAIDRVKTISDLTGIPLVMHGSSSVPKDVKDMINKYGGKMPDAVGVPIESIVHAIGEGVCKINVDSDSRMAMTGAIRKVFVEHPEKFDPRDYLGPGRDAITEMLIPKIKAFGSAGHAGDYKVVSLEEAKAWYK
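Giardia FBPA (40 nM reagent) was preincubated 10 min at RT with compound (up to 57.5 uM final), then substrate plus GAPDH/TPI/NAD/arsenate coupling system with diaphorase/resazurin was added; resorufin fluorescence (525/598 nm) was read after 20 min.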
AmpC inh detg: inhibitors of E. coli AmpC beta-lactamase with detergent | P00811 | AmpC hydrolysis of nitrocefin, absorbance 480 nm, 0.01% Triton | Potency, µM (series often up to 114 µM), inactives show at the top dose activity change, negative = inhibition, usual class: inhibitors | actives 0.041% (n = 370,000);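 further: potency means the concentration at half of the fitted maximal effect; 0% = no-compound wells and -100% = no-enzyme wells; nearly all actives have a fitted effect of over 25% in size; some results filed as inactive show a strong effect at the top dose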
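AmpC (5.3 nM in the dispensed reagent) in 20 mM phosphate pH 7.0 with 0.01% (detergent screen) or 0.0001% Triton X-100 was preincubated with compounds for 15 min at room temperature. Nitrocefin was then added from an 800 uM solution, and hydrolysis was followed at 480 nm.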
The depositor's hits bear a star; u = inconclusive; x = no result given; & = joins results of further samples; [ ] = remark or other dose. Unless noted, the call rests on the fitted dose curve; in most records, active means well fitted curve in the direction sought with a large enough effect; inconclusive means small, poorly fitted or top-dose-only effect, or another doubt; inactive means no such curve, though single readings can be large; an effect the other way counts as inactive or inconclusive.

SMILES,AmpC no deterg,CHX counter,Shiga toxin inh,AMA1-RON2 inh,HCMV antiviral,Giardia FBPA inh,AmpC inh detg
COc1ccccc1/C=C/C=N/NC(=O)CN1CCN(S(=O)(=O)c2ccc(C)cc2)CC1,88.2%[activator],-4.0,-13.7,40.9%[activator],-13.8,-1.2%,-5.7%
Cc1ccn2c(NC3CCCC3)c(-c3ccccn3)nc2c1,6.1%,23.5,-13.5,-5.8%,0.0,u,7.8%
Cc1ccccc1N1C(=O)NC(=O)/C(=C\c2cnn(-c3ccccc3)c2)C1=O,-16.6%,24.0*,56.5*,11.2%,74.6,-4.3%,u
COc1cc(OC)c(N2CC34C=CC(O3)C(C(=O)O)C4C2=O)cc1Cl (stereo not given),-24.0%,-3.5,23.2,-6.8%,-20.3,5.5%,u
CCN1CCN(C(=O)/C(=C/c2ccco2)NC(=O)c2ccccc2)CC1,-3.3%,-7.0,4.6,8.4%,4.2,2.2%,u
O=[N+]([O-])c1cc(S(=O)(=O)O)cc([N+](=O)[O-])c1NN(c1ccccc1)c1ccccc1,-32.9%,-1.4,-8.9,-13.2%,-15.0,-3.0%,2.2%
O=[N+]([O-])c1ccccc1S(=O)(=O)N1CCCc2ccccc21,-25.8%,30.4*,x,-10.5%,77.0,-8.6%,u
CCOc1ccc2oc(C(=O)NCc3nc4ccccc4[nH]3)c(C)c2c1,-46.3%,-1.3,-13.4,5.5%,21.4,6.4%,u
O=C(Nc1ccc(S(=O)(=O)NCC2CCCO2)cc1)c1ccc(Cl)cc1[N+](=O)[O-] (stereo not given),-33.6%,-2.4,-3.5,-1.5%,1.5,-4.7%,-0.9%
Cc1ccc2c(CC(=O)NCc3ccc4c(c3)OCO4)coc2c1,-34.3%,-0.7,-6.5,4.9%,41.2,6.6%,u
COc1ccc(-c2cc(C(F)(F)F)nc(S(=O)(=O)CCCC(=O)Nc3cc(C)on3)n2)cc1OC,11.1%,24.7*,-1.3,3.0%,47.0,-1.9%,0.4%
Nc1ncc(CCN2CCOCC2)c(-c2ccc(F)cc2)n1,-14.8%,-0.7,-3.9,19.6%,-10.4,1.5%,3.3%
CCCOc1ccccc1C1SCC(=O)Nc2c1c(=O)[nH]n2C(C)CCC (stereo not given),-4.9%,-3.7,-4.0,-4.4%,-11.4,-6.2%,-11.8%
O=S(=O)(c1cccc(C(F)(F)F)c1)N1CCN(S(=O)(=O)c2ccc3c(c2)OCCO3)CC1,-17.8%,-4.7,-4.1,x,x,x,x
O=C(NCc1ccc(F)cc1)c1cc(S(=O)(=O)N2CCCCC2)ccc1N1CCOCC1,11.5%,x,x,-6.7%,-13.1,x,-0.7%
CC1CCCCN1c1ccc(N)cc1C(N)=O (stereo not given),222.4%[activator],-4.0,-19.1,-8.6%,5.5,4.9%,-4.8%
COc1ccc(NC(=O)CN2c3cccc4cccc(c34)S2(=O)=O)c(OC)c1,-26.0%,14.0*,23.1,-2.8%,6.3,-7.2%,u
O=C(O)c1ccccc1OC(C(=O)Nc1cc(Cl)cc(Cl)c1)c1ccccc1 (stereo not given),-18.6%,1.3,18.7,6.7%,10.8,x,0.3%
CCOC(=O)C1=CN2CCCC[C@@H]2CC1=O,0.1%,x,x,-15.9%,14.9,x,x
Nc1nc(SCC(=O)Nc2ccc(F)cc2)[nH]c(=O)c1NC(=O)c1ccc(F)c(F)c1,-15.4%,11.6,-7.0,6.2%,-12.6,x,-14.8%

Some of the entries so far, with each value named.
Compound: O=C(NCc1ccc(F)cc1)c1cc(S(=O)(=O)N2CCCCC2)ccc1N1CCOCC1
  AmpC no deterg: 11.5% | CHX counter: x | Shiga toxin inh: x | AMA1-RON2 inh: -6.7% | HCMV antiviral: -13.1 | Giardia FBPA inh: x | AmpC inh detg: -0.7%
Compound: CC1CCCCN1c1ccc(N)cc1C(N)=O (stereo not given)
  AmpC no deterg: 222.4%[activator] | CHX counter: -4.0 | Shiga toxin inh: -19.1 | AMA1-RON2 inh: -8.6% | HCMV antiviral: 5.5 | Giardia FBPA inh: 4.9% | AmpC inh detg: -4.8%
Compound: COc1ccc(NC(=O)CN2c3cccc4cccc(c34)S2(=O)=O)c(OC)c1
  AmpC no deterg: -26.0% | CHX counter: 14.0* | Shiga toxin inh: 23.1 | AMA1-RON2 inh: -2.8% | HCMV antiviral: 6.3 | Giardia FBPA inh: -7.2% | AmpC inh detg: u
Compound: O=C(O)c1ccccc1OC(C(=O)Nc1cc(Cl)cc(Cl)c1)c1ccccc1 (stereo not given)
  AmpC no deterg: -18.6% | CHX counter: 1.3 | Shiga toxin inh: 18.7 | AMA1-RON2 inh: 6.7% | HCMV antiviral: 10.8 | Giardia FBPA inh: x | AmpC inh detg: 0.3%

The results go on.
SMILES,AmpC no deterg,CHX counter,Shiga toxin inh,AMA1-RON2 inh,HCMV antiviral,Giardia FBPA inh,AmpC inh detg
Cc1ccc(/C=C(/C#N)C(=O)NC(=O)Oc2ccccc2)cc1,-31.3%,15.8,17.4,-5.0%,17.7,-7.7%,u
O=C(Cn1ccn(-c2ccc(F)c(Cl)c2)c(=O)c1=O)NCCc1ccccc1,-30.1%,x,x,-5.5%,x,x,-12.4%
O=C(CSc1nc2ccccc2s1)NNC(=S)Nc1ccccc1,-30.9%,2.9,10.9,47.5%[activator],-18.5,u,-9.9%
CC1CC(C)CN(c2ccc(C(=O)NCc3ccc4c(c3)OCO4)cc2[N+](=O)[O-])C1 (stereo not given),3.16µM*,0.9,2.0,u,-62.4*,-10.3%,-3.6%
COc1ccc(/C=C2\CCC(C3CCCC3)C2=O)cc1OC (stereo not given),-16.9%,35.6*,49.0*,-0.6%,-16.4,1.9%,-5.7%
NC(=O)COC(=O)c1ccc(S(=O)(=O)NCc2ccco2)cc1,-3.7%,3.4,-15.2,-23.0%,8.4,5.2%,10.6%
COc1ccc(N(CC(=O)NC2CCCCC2)C(=O)CCC(=O)Nc2nc(C)cs2)cc1,150.2%[activator],-0.4,14.8,-3.3%,6.4,10.8%,1.2%
COc1cc(CCC(=O)OCC(=O)Nc2c(Cl)cccc2Cl)cc(OC)c1OC,2.1%,-4.8,-2.4,-9.0%,-0.6,-1.4%,4.2%
C=CCOc1ccc(/C(O)=C2/C(=O)C(=O)N(CCCN3CCOCC3)C2c2ccc(OC)cc2)cc1 (stereo not given),0.8%,0.5,-9.4,18.9%,11.1,4.8%,-3.4%
Cc1c(N2C(=O)/C(=C3\C(=O)N(CC(=O)O)c4ccccc43)SC2=S)c(=O)n(-c2ccccc2)n1C,-18.5%,-2.7,-7.8,30.6%[activator],45.3,9.98µM*,-5.4%
Cc1sc(NC(=O)C2=COCCO2)c(C(N)=O)c1C,-12.0%,x,x,16.8%,0.0,x,u
O=C(COC(=O)c1cccc(S(=O)(=O)N2CCc3ccccc32)c1)NCc1ccco1,-20.0%,13.3,17.6,-4.7%,-96.0*,-8.7%,-5.5%
Cc1cc(C)c(C(=O)Nn2c(C)nc3ccccc3c2=O)cc1C,-15.7%,2.5,-2.0,-10.8%,-39.7,8.9%,-0.8%
Fc1ccccc1CSc1nnc(-c2cccs2)o1,-20.7%,44.3*,88.4*,22.8%,44.3,2.3%,u
C(=N\Nc1nc(-c2ccccc2)cs1)/c1ccco1,-31.0%,38.2*,60.6*,13.8%,119.2,-15.6%,-10.1%
CCOc1cccc2cc(C(=O)N3CCOCC3)c(=O)oc12,1.5%,9.5,5.6,16.5%,14.0,-6.9%,-16.0%
Cc1ccc(S(=O)(=O)NCC(=O)OCC(=O)c2c(N)n(C)c(=O)n(C)c2=O)cc1,-5.2%,2.6,-13.3,19.5%,-32.2,0.6%,u
CNc1c([N+](=O)[O-])ncn1C,-2.7%,-3.5,-10.3,24.6%,18.2,3.8%,-17.8%
CCOC(=O)c1c(C=O)c2ccccc2n1Cc1ccccc1,13.0%,10.5,36.5,3.6%,-35.4,5.7%,-5.3%
Cc1ccsc1C(=O)OCC(=O)Nc1cccc(F)c1,-28.1%,x,x,4.6%,-26.0,x,-1.1%
NC(=O)c1ccc(-n2nnnc2SCC(=O)Nc2ccccc2)cc1,-27.2%,4.1,x,0.2%,-4.0,-1.0%,5.1%
Cc1ccc(NC(=O)CCNS(=O)(=O)c2ccc3[nH]c(=O)oc3c2)cc1N(C)C,-19.9%,-3.8,-4.9,-6.9%,21.2,u,u
CCCCn1c(O)c(/C=C2/C=CC=N2)c(=O)[nH]c1=O,-21.3%,-2.4,-6.5,-2.3%,-23.3,-0.1%,-14.3%
O=C(CCNS(=O)(=O)c1ccc(Br)cc1)NCCc1ccc(Cl)cc1,-11.3%,-0.4,15.3,-5.4%,-7.6,x,0.6%
CC(Oc1ccc(Cl)cc1Cl)C(=O)NCCCn1ccnc1 (stereo not given),2.0%,-2.5,-8.0,0.0%,-3.6,3.0%,-16.7%
COc1ccc(-c2csc(NC(=O)CCCc3nc4ccccc4c(=O)[nH]3)n2)cc1OC,-10.5%,x,x,-2.8%,-18.7,x,u
CC(OC(=O)c1ccncc1)C(=O)Nc1cccc([N+](=O)[O-])c1 (stereo not given),-17.0%,1.2,-7.3,-4.6%,20.4,0.0%,3.5%
Cc1nn(Cc2ccc(Cl)cc2Cl)c(C)c1NC(=O)c1sc2ccccc2c1Cl,-24.7%,1.8,-14.0,-2.4%,-29.0,6.7%,u
CSc1ccc(/C=N/n2c(C)nc3ccccc3c2=O)cc1,-15.5%,22.6*,30.5,-4.6%,15.9,3.8%,3.1%
CCN(CC)CCn1c(C)nc2ccccc21,-5.7%,-2.3,20.2,-13.7%,20.7,-20.7%,0.3%
Cc1ccc(S(=O)(=O)N2CCCN(C(=O)c3cc4ccccc4[nH]3)CC2)cc1,0.9%,53.8*,80.5*,-12.5%,50.8,6.3%,-4.5%
CCOC(=O)c1c(C)oc2c1c1c(c3ccccc32)OCN(Cc2cccnc2)C1,127.9%[activator],77.0*,130.7*,18.1%,x,5µM*,7.7%
COc1ccc(CCNC(=S)N2CCN(S(=O)(=O)c3ccc(F)cc3)CC2)cc1,-18.6%,x,x,28.5%,-23.8,x,-9.3%
O=C1Nc2ccccc2C1=Nc1ccc(-c2nnc3n2CCCCC3)cc1,-21.5%,1.8,-21.5,-7.8%&1.6%,-6.5&69.4,-12.9%,u
Cc1ccc(/C=C/C(=O)OCC(=O)NCc2ccccc2)o1,-24.6%,x,x,5.4%,-0.2,x,-16.4%
COc1ccc(O)c(CN2CCCC(N3CCN(c4ccc(F)cc4)CC3)C2)c1 (stereo not given),47.8%,7.5,8.2,-8.6%,5.3,-6.2%,2.6%
CCOCCCNC(=O)/C(C#N)=C/c1cc(Br)c(O)c(Br)c1,17.4%,1.7,-8.2,9.8%,x,-2.7%,0.5%

Bioassay records: PubChem, National Center for Advancing Translational Sciences (NCATS)
